Assay outcomes deposited in PubChem by several laboratories.
RmlC RmlD mix – mixture blocks RmlC and RmlD coupled enzyme activity; RmlC/RmlD coupled enzyme inhibition, 384-well mixture HTS; inhibition, % at 5.5 µM; 110,000 compounds, 0.39% hits; in the data active = inhibition above about 30%, passing the limit was not always enough; also: strong numbers were not always called active
RT RNaseH block – blocks HIV-1 RNase H cleavage of RNA/DNA duplex | P04585 | RT-RNase H RNA/DNA duplex cleavage, fluorescence | inhibition, % at 10 µM | 65,000 compounds, 1.9% hits | AID 565; in the data active = inhibition above about 50%
* = called active by the depositor; / = no result given. This is a subset. The share of hits here may be higher or lower than overall.

SMILES	RmlC RmlD mix	RT RNaseH block
Cc1ccc(C(=O)Nc2nc3ccccc3n3nnnc23)cc1	7.9	/
CCCCC(c1nnnn1CCOC)N1CCN(C(=O)c2ccco2)CC1 (stereo unspecified)	-8.9	-6.3
Cc1ccc(-c2nn(-c3ccccc3)cc2/C=N/NC(=O)c2ccc(Br)o2)cc1	23.5	/
CCOC(=O)c1c(C)nc2c(c1-c1cc(OC)ccc1OC)C(=O)c1ccccc1-2	-12.3	/
O=C(CCn1nc(-c2ccc(Cl)cc2)ccc1=O)NCc1cccnc1	7.8	/
COc1ccc(-c2nnn(Cc3nn[nH]n3)n2)cc1OC	-7.2	-1.3
COc1cc(C(=O)Nc2ccncc2)cc(OC)c1OC	-5.4	-3.7
Nc1nonc1-c1noc(N2CCCCC2)n1	10.9	0.4
CC(=O)CC(C)(C)n1nnc(-c2ccccc2)n1	/	-2.6
O=c1c2ccccc2oc2nc(C3CCCCC3)n(Cc3ccco3)c(=O)c12	-37.7	12.2
Cc1ccc(C(=O)CSc2nnc(-c3ccccc3N)n2C)cc1C	-13.9	/
COc1ccc(CNC(=O)c2ccc(NC(=O)CC3SC(N4CCCC4)=NC3=O)cc2)cc1 (stereo unspecified)	5.9	/
O=C(Nc1ccc(Cl)cn1)Nc1ccccc1F	-9.1	/
Oc1ccccc1-c1cc(-c2ccc3c(c2)OCCO3)n[nH]1	/	-31.4
C/C(=N\NC(=O)C1CCCN(S(=O)(=O)c2ccccc2)C1)c1ccncc1 (stereo unspecified)	-5.2	/
CS(=O)(=O)Nc1ccc(N2CCCCC2)c(Cl)c1	-38.8	-11.8
CC1=CC2=NCC(O)CN2C=C1 (stereo unspecified)	8.4	/
COC(=O)c1ccc(C)c(NC(=O)Cn2cnc3ccccc3c2=O)c1	11.2	1.4
COc1ccc(C(=O)Nc2ccc(S(=O)(=O)N3CCc4ccccc43)cc2)cc1	9.4	/
Cn1c(=O)[nH]c(=O)c2c1nc(NCCCn1ccnc1)n2Cc1ccccc1	-1.9	0.0
COc1cccc(CN2CCN(CC(=O)Nc3ccccc3Cl)CC2)c1	-16.7	-23.8
COc1ccc(NC(=O)CSc2ncnc3c2cnn3Cc2ccccc2)cc1	-7.4	/
O=C(COC(=O)c1n[nH]c2ccccc12)NCc1ccccc1	2.2	/
Cc1nnc(SCc2nc3ccccc3c(=O)n2-c2ccccc2Cl)n1N	-10.0	3.0
C#CCNC(=O)C1=C[C@@H](c2csc3ccccc23)C[C@@H](OCc2ccc(CO)cc2)O1	7.5	/
CCN(CC)S(=O)(=O)c1cccc2nsnc12	4.3	-23.4
CCN(CC)CCNC(=O)CS(=O)Cc1nc(-c2ccccc2Cl)oc1C (stereo unspecified)	-10.8	0.5
O=C(CCc1ccccc1O)N/N=C/c1ccc(Sc2cccc3cccnc23)o1	-8.6	/
CCn1c2ccccc2c2cc(NC(=O)COC(=O)Cc3cn4ccsc4n3)ccc21	23.5	-10.5
COc1ccc(N2CCN(C(=O)CSc3nnc(-c4cccnc4)n3-c3ccc(F)cc3)CC2)cc1	-424.1	/

3 compounds already listed, arranged by molecular weight, falling:
SMILES	RmlC RmlD mix	RT RNaseH block
O=C(CCc1ccccc1O)N/N=C/c1ccc(Sc2cccc3cccnc23)o1	-8.6	/
O=C(COC(=O)c1n[nH]c2ccccc12)NCc1ccccc1	2.2	/
CCN(CC)S(=O)(=O)c1cccc2nsnc12	4.3	-23.4

More results
SMILES	RmlC RmlD mix	RT RNaseH block
O=C1CC(N2CCOCC2)C(=O)N1c1ccc2c(c1)OCO2 (stereo unspecified)	-24.9	13.7
Cc1ccc(C)c(N2CCN(C(=O)CCn3c(=S)[nH]c4cc5c(cc4c3=O)OCO5)CC2)c1	-8.4	/
N#CC1=C2Sc3ccccc3N2CCCC1=O	22.4	-26.8
Cc1noc(/C=C/c2ccco2)c1S(=O)(=O)N1CCC(C(=O)N2CCc3ccccc32)CC1	-1.4	/
Cc1ccc(SCCC(=O)N2CCOCC2)cc1	43.0	-11.4
COc1ccccc1NC(=O)c1nnn(Cc2ccccc2)c1NC(C)=O	4.7	-15.1
Cc1ccccc1NC(=O)CSc1nc2cc3c(cc2cc1C)CCC3	8.4	/
N#Cc1cc(C#N)c(N2CCN(c3cccc(Cl)n3)CC2)nc1N	-16.1	/
CCOC(=O)C1=NNC(C(=O)c2ccccc2)C1c1ccc(OC)cc1 (stereo unspecified)	4.5	/
CCCc1nc(SCC(=O)N2CCc3ccccc3C2)c2ccccc2n1	6.2	/
CCn1c(CNC(=O)COc2ccc(C(C)C)cc2)nnc1SCC(=O)Nc1ccc(F)cc1	18.1	/
O=C(Nc1ccccc1)c1cccnc1N1CCCC1	5.9	/
CCN1C(=O)N[C@@H](c2cccc(C(F)(F)F)c2)[C@H](C(C)=O)[C@H]1C	-1.8	/
CCOC(=O)N1CCC(NC(=O)C(CC(C)C)NC(=O)C2CCC(C)CC2)CC1 (stereo unspecified)	-12.6	/
COc1ccc2c(c1OC)C(=O)OC2Nc1nc(-c2ccccc2)cs1 (stereo unspecified)	9.3	/
CN1C(=O)N(C)C(=O)C2(Cc3c(nc4ccccn4c3=O)N3CCC(Cc4ccccc4)CC32)C1=O (stereo unspecified)	/	0.7
COc1cccc(CNC(=O)CCS(=O)(=O)c2cccc3nonc23)c1	-1.4	5.7
Cc1ccc(C)c(S(=O)(=O)NCc2cccnc2)c1	18.5	-20.9
O=C1COc2ccc(C(=O)CSc3nnc(Cc4cccs4)n3-c3ccc(Cl)cc3)cc2N1	-0.2	/
COc1cc(/C=C(\C#N)c2nc3ccccc3[nH]2)c([N+](=O)[O-])cc1OCc1ccccc1	23.6	/
COc1cccc(NC(=O)c2oc3ccccc3c2NC(=O)C(C)(C)C)c1	-10.6	0.1
O=C(NC1CCCCC1)C(c1ccc2ncccc2c1)N(Cc1ccc(F)cc1)C(=O)c1cccs1 (stereo unspecified)	5.5	/
NC(=O)c1noc(C(=O)N(CC(=O)NC2CCCC2)Cc2ccc3c(c2)OCO3)c1N	5.8	/
CCCCN(CC)CCCNC(=O)CC1Oc2ccccc2NC1=O (stereo unspecified)	19.6	-5.6
CCOc1ccc(-c2nc(CSCC(=O)NC3CCCc4ccccc43)c(C)o2)cc1 (stereo unspecified)	-16.5	/
CC(=O)N1CCN(CCN=CC2=C(O)CC(C)(C)CC2=O)CC1	5.8	-3.5
O=C(c1ccccc1)c1ccc2nc(-c3ccc(NC(=O)c4ccccc4F)cc3)[nH]c2c1	-25.9	/
Fc1ccc(-c2n[nH]c(=S)n2CC2CCCO2)cc1 (stereo unspecified)	-0.5	/
CN(C)C(=O)CN(c1ccc(F)c(Cl)c1)S(C)(=O)=O	6.3	-19.5
O=C(c1ccc(S(=O)(=O)N2CCCCC2)cc1)N1CCN(c2ccccc2)CC1	8.0	-3.8
CC(C)CCn1cnc2c(cnn2-c2ccc(F)cc2)c1=O	7.3	-25.3
Cn1c(C(=O)NCCCN2CCOCC2)cc2c(=O)n(C)c3ccccc3c21	4.3	-10.9
Cc1cc(C)n2ncc(C(=O)Nc3ccc4c(c3)OCO4)c2n1	-13.9	-5.5
CCOC(=O)C(NCc1ccccc1OC)(NC(C)=O)C(F)(F)F (stereo unspecified)	0.0	-6.5
CCN(CC(=O)NCc1cccs1)c1nnnn1-c1ccccc1	-10.2	-7.7
O=C(Nc1ccc(OCC(=O)N2CCC(Cc3ccccc3)CC2)cc1)c1ccco1	30.2	/
C(=C1/CCCC2=C1Nc1ncnn1C2c1ccccc1)/c1ccccc1 (stereo unspecified)	-4.9	/
COC(=O)c1ccc(CSc2nnc(CNC(=O)c3ccccc3F)o2)o1	-1.2	5.2
CCCCN(CC)Cc1ccc(CNC(=O)Nc2ccccc2)o1	-10.2	/
COCCN1C=C2C(=O)C(C)(OC(=O)C3CCCC3)C(=O)C(c3ccccc3)=C2C=C1CCCC(=O)OC (stereo unspecified)	6.5	/
COc1ccc(N(CC(=O)Nc2cccc(C)c2)S(=O)(=O)c2c(C)n[nH]c2C)cc1	-1.1	-7.0
O=C(c1ccco1)[C@@H]1[C@@H]2C(=O)N(c3ccccc3)C(=O)[C@@H]2C2c3ccccc3C=CN21 (stereo partly specified)	-6.2	-15.3
O=C1C2ON(c3ccccc3)C(c3ccncc3)C2C(=O)N1c1ccc(N2CCOCC2)cc1 (stereo unspecified)	2.3	-7.7
COC(=O)c1ccc(CSc2nnc(Nc3ccc(C)cc3)s2)o1	5.8	/
CCOc1ccc2[nH]c(=O)c(CN(Cc3cccnc3)C(=O)Nc3ccccc3OC)cc2c1	8.2	5.1
O=C1C(Nc2cccc(O)c2)=C(N2CCCCC2)C(=O)c2ccccc21	38.8	/
Nc1nc(SCc2ccc(Cl)cc2)[nH]c(=O)c1-c1ccccc1	-3.3	/
Cc1ccc(NC(=O)C2CCN(S(=O)(=O)c3cccc4nonc34)CC2)nc1	-11.5	14.1
CC(=O)c1cc(F)c(N2CCN(C(=O)c3ccco3)CC2)cc1C	7.3	22.8
O=C(CSc1nnc(-c2ccncc2)n1C1CCCCC1)Nc1ccccc1	-8.8	11.9
Other records follow.
SMILES	RmlC RmlD mix	RT RNaseH block
Cc1ccc([N+](=O)[O-])cc1NC(=O)CN(C1CCCCC1)S(=O)(=O)c1ccc(Cl)cc1	-10.3	/
CCN(CC)CCCN1C(=O)C(=O)/C(=C(/O)c2ccc3c(c2)OCCO3)C1c1ccc(C)o1 (stereo unspecified)	/	-6.8
Fc1ccccc1Cc1nnc2n1N=C(c1ccc(Cl)cc1)CS2	-11.2	/
CC1=NCCN1S(=O)(=O)c1cc(Cl)ccc1Cl	3.0	-20.4
CC(=O)N1CCN(c2ccc(Oc3ncnc4sccc34)cc2)CC1	8.4	-7.4
CC1CN(Cc2cc(=O)[nH]c(C(C)C)n2)CC(C)O1 (stereo unspecified)	2.2	/
CC(C)(C)C(=O)N1CCN(c2ccc([N+](=O)[O-])c(NCC3CCCO3)c2)CC1 (stereo unspecified)	-11.4	/
CCOC(=O)CC(=O)CSc1ncnc2c1cnn2-c1ccccc1	7.1	0.1
CCOCc1cnc(C)nc1NCC(=O)c1c(C)[nH]c2ccc(OC)cc12	-7.0	/
Cc1ccc2oc(=O)cc(CN3CCOCC3)c2c1	2.2	0.5
Cc1ccc(C(=O)c2cc3ccccc3o2)cc1	-6.5	/
O=C(CN(C(=O)CSc1nnc(COc2ccccc2)o1)c1ccc(F)cc1)NC1CCCC1	7.1	-2.1
CCC1=C(OC(=O)N(CC)CC)N2C(=O)OC(=NCC(=O)OC)[C@]2(C)[C@H]2C1=CC[C@H]1C(=O)N(C)C(=O)[C@H]12	-16.1	/
Cc1ccccc1-c1nc(CS(=O)CC(=O)NCCN2CCOCC2)c(C)o1 (stereo unspecified)	-11.5	0.5
COCCNC(=O)CCc1c(C)nc2c(-c3ccc(F)cc3)c(C)nn2c1C	3.8	/
COC(=O)CCC(=O)c1oc2ccccc2c1N	21.9	-4.1
O=C1c2ccccc2C(Nc2ccc(F)c(Cl)c2)N1Cc1ccco1 (stereo unspecified)	-7.7	5.9
Cc1ccn2c(CN3CCOCC3)c(-c3ccccc3)nc2c1	-7.0	/
CCOC(=O)c1ccc2nc(C)c(CCC(C)=O)c(Cl)c2c1	-10.6	/
O=C(N/N=C/C=C/c1ccccc1)C1CC1(c1ccccc1)c1ccccc1 (stereo unspecified)	-13.5	/
Cc1cc(Cl)ccc1NC(=O)CSc1nnc(Cc2cccs2)n1Cc1ccco1	-8.5	0.1
CCCC1=C(C(=O)OCC)C(c2ccc(N(C)C)cc2)n2ncnc2N1 (stereo unspecified)	2.7	-10.3
O=C(O)C1CC=CCC1C(=O)Nc1cc(Cl)ccc1Cl (stereo unspecified)	1.1	-1.0
CCCC[N+](C)(C)CCC(=O)NC(C)(C)CS(=O)(=O)[O-]	11.7	/
COC(=O)c1sccc1NC(=O)Cn1nnc(-c2ccc(C)cc2)n1	3.6	-4.3
O=C(NCc1ccc(F)cc1)c1cnc(-c2ccccn2)nc1C(F)(F)F	-22.1	/
COC(=O)c1cc2ccccn2c2c(C(=O)OC)c(C(=O)OC)cc1-2	1.3	/
CCOC(=O)c1ccccc1NC(=O)CN1C(=O)c2ccccc2S1(=O)=O	2.6	-6.4
O=C(O)C1CCN(c2c([N+](=O)[O-])cc(C(F)(F)F)cc2[N+](=O)[O-])CC1	1.6	/
CCOc1ccc(C2c3c(oc4ccccc4c3=O)C(=O)N2c2ccc(C)cn2)cc1OC (stereo unspecified)	-24.4	-12.4
COc1ccccc1N(CC(=O)N1CCCCC1)S(=O)(=O)c1ccccc1	-10.4	-1.7
O=C1NC(=O)C(C/C=C/c2ccccc2)C(=O)N1	9.2	9.1

Entries listed so far containing an aryl thioether with sulfur outside any ring:
SMILES	RmlC RmlD mix	RT RNaseH block
Cc1ccc(C(=O)CSc2nnc(-c3ccccc3N)n2C)cc1C	-13.9	/
COc1ccc(NC(=O)CSc2ncnc3c2cnn3Cc2ccccc2)cc1	-7.4	/
Cc1nnc(SCc2nc3ccccc3c(=O)n2-c2ccccc2Cl)n1N	-10.0	3.0
O=C(CCc1ccccc1O)N/N=C/c1ccc(Sc2cccc3cccnc23)o1	-8.6	/
COc1ccc(N2CCN(C(=O)CSc3nnc(-c4cccnc4)n3-c3ccc(F)cc3)CC2)cc1	-424.1	/
Cc1ccc(SCCC(=O)N2CCOCC2)cc1	43.0	-11.4
Cc1ccccc1NC(=O)CSc1nc2cc3c(cc2cc1C)CCC3	8.4	/
CCCc1nc(SCC(=O)N2CCc3ccccc3C2)c2ccccc2n1	6.2	/
CCn1c(CNC(=O)COc2ccc(C(C)C)cc2)nnc1SCC(=O)Nc1ccc(F)cc1	18.1	/
O=C1COc2ccc(C(=O)CSc3nnc(Cc4cccs4)n3-c3ccc(Cl)cc3)cc2N1	-0.2	/
COC(=O)c1ccc(CSc2nnc(CNC(=O)c3ccccc3F)o2)o1	-1.2	5.2
COC(=O)c1ccc(CSc2nnc(Nc3ccc(C)cc3)s2)o1	5.8	/
Nc1nc(SCc2ccc(Cl)cc2)[nH]c(=O)c1-c1ccccc1	-3.3	/
O=C(CSc1nnc(-c2ccncc2)n1C1CCCCC1)Nc1ccccc1	-8.8	11.9
CCOC(=O)CC(=O)CSc1ncnc2c1cnn2-c1ccccc1	7.1	0.1
O=C(CN(C(=O)CSc1nnc(COc2ccccc2)o1)c1ccc(F)cc1)NC1CCCC1	7.1	-2.1
Cc1cc(Cl)ccc1NC(=O)CSc1nnc(Cc2cccs2)n1Cc1ccco1	-8.5	0.1
